Screening results as filed in PubChem BioAssay.
FLuc act counter = FLuc activators, initial screening, artefact control for FLuc-dependent activation tests, biochemical, ATPlite luminescence | Luciferin 4-monooxygenase (Photinus pyralis), P08659 | ATPlite luciferase biochemical, 10 min; 0 = ATP-free wells, 1 = DMSO control | activation factor at 10 µM | 200,000 tested, under 10 active | AID 1027, 2008;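 active = luciferase activation factor, scaled between plate controls, of at least 2 with compound at 10 µM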
Target sequence (P08659 whole entry, looked up): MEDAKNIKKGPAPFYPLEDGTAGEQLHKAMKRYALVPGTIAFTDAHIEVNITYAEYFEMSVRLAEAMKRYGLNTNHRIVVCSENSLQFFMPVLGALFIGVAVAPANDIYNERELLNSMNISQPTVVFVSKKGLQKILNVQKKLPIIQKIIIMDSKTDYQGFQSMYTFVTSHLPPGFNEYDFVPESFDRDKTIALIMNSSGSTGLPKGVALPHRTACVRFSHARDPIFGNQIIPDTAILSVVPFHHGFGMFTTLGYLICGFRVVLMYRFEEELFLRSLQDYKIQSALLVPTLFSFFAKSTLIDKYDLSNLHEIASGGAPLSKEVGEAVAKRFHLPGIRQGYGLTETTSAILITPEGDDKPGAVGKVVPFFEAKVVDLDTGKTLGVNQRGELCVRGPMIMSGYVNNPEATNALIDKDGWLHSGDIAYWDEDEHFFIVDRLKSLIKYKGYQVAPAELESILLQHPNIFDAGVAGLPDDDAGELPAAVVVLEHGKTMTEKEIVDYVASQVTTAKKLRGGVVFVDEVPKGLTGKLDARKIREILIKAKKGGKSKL
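Assay system: Luciferase/luciferin detection reagent, cell-free biochemical luciferase assay / Also added: ATP substrate / Schedule: 10 min at ambient temperature / Measured by: luminescence measurement of luciferase light output / Benchmarks: low control with PBS replacing ATP, high control enzyme plus ATP without compound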
NF-kB neuron act = activators of NF-kB expression in neurons, primary screen, cell-based, HTS; hit rate 1.6% among 190,000; human neuronal cells, NF-kB reporter expression; hits give high values; fold change at 12.5 µM; in the data active = fold change above about 3.3
Diaphorase inh = diaphorase inhibitors and chemical oxidizers, primary screen, counter-screen for diaphorase-coupled primary assays, biochemical, uHTS, resorufin fluorescence. diaphorase resazurin-to-resorufin fluorescence, NADH, 16 min; bacterial (C. kluyveri) enzyme, not human. inhibition, % at 20 µM. hit rate 0.69% among 190,000. AID 1217, 2008;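 active = primary screen inhibition at 20 µM above a set limit, cut at about 50% in these data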;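 also: plate controls were DMSO with full reaction for no effect and wells lacking NADH for full effect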
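Assay system: diaphorase enzyme from Clostridium kluyveri. Quantity: enzyme working solution with 0.14 U/mL diaphorase. Schedule: reaction incubation of 16 min at room temperature. Technique: resorufin fluorescence, excitation 544 nm, emission 590 nm. Controls: No-NADH positive control and DMSO neutral control.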
G6PDH CS = L. mesenteroides G6PDH inhibitors, counter-screen for G6PDH-coupled screening assays, biochemical, Leuconostoc mesenteroides enzyme; glucose-6-phosphate dehydrogenase [Leuconostoc mesenteroides]; Purified L. mesenteroides G6PDH, diaphorase/resazurin coupled fluorescence, 45 min; inhibition, % at 5 µM; hit rate 0.12% among 200,000; AID 1020, 2008; in the data active = inhibition above about 50%
APP 5'UTR act = activators of APP 5'UTR luciferase reporter, primary screen, SH-SY5Y cells; activation, % at 2 µM; hit rate 1% among 190,000; AID 1276, 2008; SH-SY5Y APP 5'UTR luciferase reporter, luminescence; zero percent = DMSO vehicle wells;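 active = activation above a set limit, based on mean plus 3 SD of controls, cut at about 140% in these data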; also: values of inactives mirror those of a sister screen read the other way
APP transl inh = inhibitors of APP translation via 5'UTR reporter, primary screen, APP 5'UTR luciferase, SH-SY5Y cells; SH-SY5Y APP 5'UTR-luciferase reporter, luminescence; inhibition, % at 2 µM; hit rate 0.82% among 190,000;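 active = inhibition above a set limit, derived from the sample mean plus 3 SD, cut at about 45% in these data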; also: values of inactives mirror those of a sister screen read the other way
TLR4 MyD88 comp = inhibitors of TLR4-MyD88 association in cells, primary screen, cell-based, HeLa CL3-4, BLA complementation, FRET ratio | AID 861, 2007 | Toll-like receptor 4 (Homo sapiens) + Myeloid differentiation primary response protein … | inhibition, % at 8.4 µM | hit rate 0.18% among 200,000 | HeLa CL3-4 TLR4/MyD88 BLA complementation; in the data active = inhibition above about 25%;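 also: 0% = vehicle and 100% = reference inhibitor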
FLuc inh counter = firefly luciferase enzyme inhibitors, primary screen, artefact control for luciferase-based inhibitor screens, biochemical, luminescence, ATPLite | Luciferin 4-monooxygenase (Photinus pyralis), P08659 | hit rate 1.5% among 200,000 | 10 min | inhibition, % at 10 µM;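 active = inhibition above about 50% when tested at 10 µM, limit read from the data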
Diaph act CS = compounds boosting diaphorase resazurin reduction – biochemical, uHTS, resorufin fluorescence, counter-screen for diaphorase-coupled primary assays, primary screen | Diaphorase/resazurin coupled assay, 16 min; hits give high values; 1 = vehicle wells, 0 = NADH-free wells | activation factor at 20 µM | hit rate 0.005% among 190,000 | AID 1229, 2008;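 active = diaphorase activity raised at least twofold by the compound at 20 µM; inactive = activation factor below 2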
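Material: bacterial diaphorase enzyme (C. kluyveri); amount: enzyme 0.07 U/mL final; reagent: NADH substrate 0.114 mM plus resazurin dye 0.1 mM, final; doses: single compound dose of 20 µM, 1% DMSO final; timing: 16 min enzyme reaction, ambient temperature; measured by: fluorescence of resorufin, 544 nm excitation, 590 nm emission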
STAT1 activator = STAT1 signaling activators, primary screen, cell-based, HTS, luciferase reporter. NIH 3T3 STAT1-luciferase reporter, IFN-gamma, luminescence; 100% = IFN-gamma alone, no compound. activation (% of control), % at 5.5 µM. hit rate 2.6% among 200,000. AID 932, 2007;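 active = activation above the screen-wide mean activation plus 3 SD, cut at about 130% in these data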;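 also: raw ratio to IFN-gamma control signal so 100% means no change and 0% no light; values of inactives mirror those of a sister screen read the other way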
The depositor's hits bear a star.

`Nc1c(S(=O)(=O)c2cccs2)c2nc3ccccc3nc2n1Cc1ccccc1` gave FLuc act counter 1, NF-kB neuron act 1.1, Diaphorase inh 20, G6PDH CS 7, APP 5'UTR act -6, APP transl inh 6, TLR4 MyD88 comp -7, FLuc inh counter -2, Diaph act CS 0.8 and STAT1 activator 96.
`COc1ccc(OC)c(CCNC(=O)C2CCN(c3nnc(-n4cccc4)s3)CC2)c1` gave FLuc act counter 1, NF-kB neuron act 1.2, Diaphorase inh 12, G6PDH CS -2, APP 5'UTR act 8, APP transl inh -8, TLR4 MyD88 comp -5, FLuc inh counter -1, Diaph act CS 0.9 and STAT1 activator 98.
Screening O=S(=O)(NCCc1cn2ccccc2n1)c1ccc2c(c1)CCCC2 returned FLuc act counter 1.1, NF-kB neuron act 1.1, Diaphorase inh 0, G6PDH CS 10, APP 5'UTR act 3, APP transl inh -3, TLR4 MyD88 comp -2, FLuc inh counter -12, Diaph act CS 1 and STAT1 activator 107.
For O=C(Nc1ccc2c(c1)oc1ccccc12)c1ccncc1 the results were FLuc act counter 1, NF-kB neuron act 1.5, Diaphorase inh 8, G6PDH CS 0, APP 5'UTR act 43, APP transl inh -43, TLR4 MyD88 comp 5, FLuc inh counter 2, Diaph act CS 0.9 and STAT1 activator 128.
For Cc1ccc(C(=O)OCC(=O)c2c[nH]c3ccccc23)cc1S(=O)(=O)N1CCCCC1 the results were FLuc act counter 1.1, NF-kB neuron act 0.72, Diaphorase inh 29, G6PDH CS 0, APP 5'UTR act 1, APP transl inh -1, TLR4 MyD88 comp 3, FLuc inh counter -6, Diaph act CS 0.7 and STAT1 activator 92.
For O=C1CCN1C1(C(=O)NC2CCCCC2)CCCC1 the results were FLuc act counter 1, NF-kB neuron act 1.1, Diaphorase inh 8, G6PDH CS -1, APP 5'UTR act 13, APP transl inh -13, TLR4 MyD88 comp -9, FLuc inh counter -2, Diaph act CS 0.9 and STAT1 activator 108.
For CCOC(=O)C1CCCN(c2c(N3CCN(C)CC3)c(=O)c2=O)C1 (centres undefined) the results were FLuc act counter 1, NF-kB neuron act 0.94, Diaphorase inh 14, G6PDH CS 3, APP 5'UTR act 7, APP transl inh -6, TLR4 MyD88 comp 0, FLuc inh counter -4, Diaph act CS 0.9 and STAT1 activator 103.
For Cn1c(=O)c2c(ncn2CCNC2=NCCCCC2)n(C)c1=O the results were FLuc act counter 1, NF-kB neuron act 1.1, Diaphorase inh 10, G6PDH CS 12, APP 5'UTR act 28, APP transl inh -28, TLR4 MyD88 comp 11, FLuc inh counter -5, Diaph act CS 0.9 and STAT1 activator 98.
For COC(=O)c1sccc1NC(=O)c1ccc(C)s1 the results were FLuc act counter 1.1, NF-kB neuron act 1.4, Diaphorase inh 11, G6PDH CS -2, APP 5'UTR act 10, APP transl inh -10, TLR4 MyD88 comp 10, FLuc inh counter -5, Diaph act CS 0.9 and STAT1 activator 102.
`Cc1cc(/C=C(\C#N)C(=O)NC2CC2)c(C)[nH]1` gave FLuc act counter 0.6, NF-kB neuron act 2.3, Diaphorase inh 3, G6PDH CS 8, APP 5'UTR act 39, APP transl inh -40, TLR4 MyD88 comp 5, FLuc inh counter 42, Diaph act CS 1 and STAT1 activator 145*.
`Fc1ccc(Oc2cc(N3CCOCC3)nc(-c3ccccc3)n2)c(F)c1` gave FLuc act counter 1.1, NF-kB neuron act 1.1, Diaphorase inh 1, G6PDH CS -13, APP 5'UTR act 2, APP transl inh -2, TLR4 MyD88 comp -15, FLuc inh counter -7, Diaph act CS 1 and STAT1 activator 98.
For COc1ccccc1CNC(=O)CC(C)C the results were FLuc act counter 1.1, NF-kB neuron act 1.3, Diaphorase inh -2, G6PDH CS 1, APP 5'UTR act 15, APP transl inh -15, TLR4 MyD88 comp -1, FLuc inh counter -5, Diaph act CS 1 and STAT1 activator 99.
Screening O=C(O)Cc1ccc(NC(=O)Nc2ccc(Br)cc2)cc1 returned FLuc act counter 0.6, NF-kB neuron act 1.1, Diaphorase inh -18, G6PDH CS 12, APP 5'UTR act 4, APP transl inh -4, TLR4 MyD88 comp -7, FLuc inh counter 41, Diaph act CS 1.2 and STAT1 activator 95.
For COc1ccc(C2C(C#N)=C(C)NC3=C2C(=O)CC(C)(C)C3)cc1 (centres undefined) the results were FLuc act counter 1.1, NF-kB neuron act 0.98, Diaphorase inh 25, G6PDH CS 20, APP 5'UTR act 2, APP transl inh -2, TLR4 MyD88 comp 8, FLuc inh counter -5, Diaph act CS 0.7 and STAT1 activator 97.
Screening Cc1ccc(-c2nc(CSCC(=O)N3CCCC3)c(C)o2)cc1 returned FLuc act counter 1, NF-kB neuron act 1.1, Diaphorase inh 11, G6PDH CS 10, APP 5'UTR act 0, APP transl inh 0, TLR4 MyD88 comp -5, FLuc inh counter -3, Diaph act CS 0.9 and STAT1 activator 94.
`COc1cccc(OC)c1NC(=O)C1CCCN1C(=O)NCc1ccccc1` (centres undefined) gave FLuc act counter 1, NF-kB neuron act 1.5, Diaphorase inh 11, G6PDH CS 10, APP 5'UTR act -19, APP transl inh 19, TLR4 MyD88 comp -1, FLuc inh counter -3, Diaph act CS 0.9 and STAT1 activator 100.
COc1ccc2c(c1)C(=O)N(c1ccc(C)cc1C)C(=O)C2 was read as FLuc act counter 1.1, NF-kB neuron act 1.1, Diaphorase inh 6, G6PDH CS -3, APP 5'UTR act 15, APP transl inh -15, TLR4 MyD88 comp 16, FLuc inh counter -7, Diaph act CS 0.9 and STAT1 activator 109.
`CCC(NS(=O)(=O)c1ccc(C)cc1)C(=O)N1CCN(c2ccccn2)CC1` (centres undefined) gave FLuc act counter 1.1, NF-kB neuron act 0.88, Diaphorase inh 10, G6PDH CS 6, APP 5'UTR act -1, APP transl inh 1, TLR4 MyD88 comp 2, FLuc inh counter -7, Diaph act CS 0.9 and STAT1 activator 103.
`CCOC(=O)c1c(C)nc2sc(C(N)=O)c(N)c2c1-c1ccc(OC)cc1` gave FLuc act counter 1, NF-kB neuron act 0.59, Diaphorase inh 19, G6PDH CS 11, APP 5'UTR act -64, APP transl inh 64*, TLR4 MyD88 comp 1, FLuc inh counter -4, Diaph act CS 0.8 and STAT1 activator 91.
For CN(C)S(=O)(=O)c1cccc2nsnc12 the results were FLuc act counter 1.1, NF-kB neuron act 1.2, Diaphorase inh 6, G6PDH CS 18, APP 5'UTR act -1, APP transl inh 1, TLR4 MyD88 comp 4, FLuc inh counter -7, Diaph act CS 0.9 and STAT1 activator 101.
Screening O=C1Nc2ccc(F)cc2C12Nc1ccccc1-c1nnc(SCc3ccccc3F)nc1O2 (centres undefined) returned FLuc act counter 1.1, NF-kB neuron act 1, Diaphorase inh 22, G6PDH CS 5, APP 5'UTR act 11, APP transl inh -11, TLR4 MyD88 comp 10, FLuc inh counter -6, Diaph act CS 0.8 and STAT1 activator 102.
CCOc1ccc(-c2ccc(/C=C3/C(=N)N4C=CSC4=NC3=O)o2)c([N+](=O)[O-])c1 was read as FLuc act counter 1, NF-kB neuron act 1.2, Diaphorase inh 12, G6PDH CS -7, APP 5'UTR act -2, APP transl inh 2, TLR4 MyD88 comp 12, FLuc inh counter -4, Diaph act CS 0.9 and STAT1 activator 92.
`Cc1cccc(NC(=O)CSc2ncnc3c2oc2ccccc23)c1` gave FLuc act counter 1.1, NF-kB neuron act 1.1, Diaphorase inh 5, G6PDH CS 8, APP 5'UTR act 2, APP transl inh -2, TLR4 MyD88 comp 1, FLuc inh counter -11, Diaph act CS 0.9 and STAT1 activator 98.
For CC(C)c1ccccc1NC1=CC(=O)CC(C)(C)C1 the results were FLuc act counter 1.1, NF-kB neuron act 1.3, Diaphorase inh 0, G6PDH CS 3, APP 5'UTR act -6, APP transl inh 6, TLR4 MyD88 comp -8, FLuc inh counter -7, Diaph act CS 1 and STAT1 activator 99.

Taken from the listing (2 entries):
Screening O=C(O)Cc1ccc(NC(=O)Nc2ccc(Br)cc2)cc1 returned FLuc act counter 0.6, NF-kB neuron act 1.1, Diaphorase inh -18, G6PDH CS 12, APP 5'UTR act 4, APP transl inh -4, TLR4 MyD88 comp -7, FLuc inh counter 41, Diaph act CS 1.2 and STAT1 activator 95.
For COc1ccc(C2C(C#N)=C(C)NC3=C2C(=O)CC(C)(C)C3)cc1 (centres undefined) the results were FLuc act counter 1.1, NF-kB neuron act 0.98, Diaphorase inh 25, G6PDH CS 20, APP 5'UTR act 2, APP transl inh -2, TLR4 MyD88 comp 8, FLuc inh counter -5, Diaph act CS 0.7 and STAT1 activator 97.

Remaining list, next part.
COCCCn1c(SCC(=O)NCc2ccco2)nc2sc3c(c2c1=O)CCC3 was read as FLuc act counter 1.1, NF-kB neuron act 0.9, Diaphorase inh 26, G6PDH CS 3, APP 5'UTR act -7, APP transl inh 7, TLR4 MyD88 comp 6, FLuc inh counter -7, Diaph act CS 0.7 and STAT1 activator 89.
COc1ccc(S(=O)(=O)N(CC(=O)NCCC(C)C)c2ccccc2)cc1OC was read as FLuc act counter 1, NF-kB neuron act 1.1, Diaphorase inh 6, G6PDH CS 12, APP 5'UTR act 16, APP transl inh -16, TLR4 MyD88 comp -9, FLuc inh counter -5, Diaph act CS 0.9 and STAT1 activator 89.
Screening CC1CCN(C(=S)Nc2cccc(S(=O)(=O)N(C)C)c2)CC1 returned FLuc act counter 1, NF-kB neuron act 1, Diaphorase inh 16, G6PDH CS 12, APP 5'UTR act -1, APP transl inh 1, TLR4 MyD88 comp -6, FLuc inh counter -2, Diaph act CS 0.8 and STAT1 activator 99.
Screening O=C(Nc1ccc(N2CCCC2)c(Cl)c1)c1cccs1 returned FLuc act counter 0.3, NF-kB neuron act 7.4*, Diaphorase inh -2, G6PDH CS 18, APP 5'UTR act 235*, APP transl inh -235, TLR4 MyD88 comp 0, FLuc inh counter 66*, Diaph act CS 1 and STAT1 activator 142*.
CC1=C(C(=O)OC2CCCCCC2)C(c2ccc(C)o2)C2=C(CCCC2=O)N1 (centres undefined) was read as FLuc act counter 1, NF-kB neuron act 1.1, Diaphorase inh 30, G6PDH CS 10, APP 5'UTR act 9, APP transl inh -9, TLR4 MyD88 comp -3, FLuc inh counter 0, Diaph act CS 0.7 and STAT1 activator 100.
